Bioassay records as filed in PubChem.
INS promoter inh: TRM-6 insulin promoter activity inhibition | TRM-6 cells (human fetal islet line), insulin promoter-eGFP reporter, imaging; reporter expression induced with tamoxifen | inhibition, % at 2 µM | 0.9% of 130,000 active;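 active means inhibition above the mean plus 3 SD, with well images judged a real hit on visual review, cut at about 60% in these data, passing the limit was not always enough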
SDO1 yeast rescue: compounds rescuing growth of sdo1-depleted yeast, bone marrow failure model | z-score at 10 µM | S. cerevisiae sdo1-depleted JHY4D growth rescue, OD600 30 h; hits give high values; pdr5 snq2 efflux-pump mutant strain | 0.21% of 140,000 active;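 active means z-score above 3 at both the 24 hr and the 30 hr optical density reads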;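 further: z-score against mean and SD of all compound wells on the same plate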
SDO1 yeast rescue Rescue 24 h: recorded beside SDO1 yeast rescue, whose call it bears; z-score; S. cerevisiae sdo1-depleted JHY4D growth rescue, OD600; measured here: growth rescue at 24 h;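 0 is the plate mean of compound wells and units are plate SD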
Numbers without * were called inactive; · = no result given; & = joins results of further samples.

canonical_smiles | INS promoter inh | SDO1 yeast rescue | SDO1 yeast rescue Rescue 24 h
COc1ccc(N2CCN(C(=O)c3ccc(NS(=O)(=O)c4cccc(F)c4)cc3)CC2)cc1 | 35 | 0.53 | 0.89
Cc1ccc(-c2nnc(C)c(N3CCOCC3)n2)cc1 | 6 | 0.89 | 1.2
COC(=O)c1nn(-c2c(C)n(C)n(-c3ccccc3)c2=O)cc1O | · | 0.15 | -0.09
Cc1ccc(C(=O)NC(=S)NCC(=O)c2ccccc2)cc1 | · | 1.3 | 2.9
CCOC(=O)c1cccc(NC(=O)C2CCCO2)c1 (stereo not drawn) | -38 | 0.29 | 0.14
COc1ccc(NS(=O)(=O)c2ccc(NC(=S)NC(=O)/C=C/c3ccccc3)cc2)nn1 | -22 | -0.75 | -0.79
CC(C)(C)NC(=O)C1CCN(c2ccc(S(=O)(=O)N3CCOCC3)cc2Cl)CC1 | 14 | · | ·
Cc1cccc(NC(=O)CC2NCCNC2=O)c1 (stereo not drawn) | 4 | 1.1 | 0.2
CC(C)(C)NC(=O)C(=O)NCCC1=CCCCC1 | 7 | 0.69 | 0.02
CC(C)(C)NS(=O)(=O)c1ccc(NS(=O)(=O)Cc2ccccc2)cc1 | 7 | 0.65 | 0.92
Cc1cc(NC(=O)NC(=O)c2cccc(OC(F)(F)C(F)F)c2)n[nH]1 | -40 | -0.36 | 1.5
CCN1C(=O)/C(=C\c2ccc3c(c2)OCO3)C(C(=O)OC)=C1C | -4 | -1.5 | -0.44
COc1ccc(CCn2c(N)cc(=O)[nH]c2=S)cc1OC | -5 | 0.24 | -0.26
Cc1cccc(C)c1NC(=S)N(CCCN1CCOCC1)Cc1cccnc1 | -27 | · | ·
CCOC(=O)N1CCN(S(=O)(=O)c2ccc(C(=O)Nc3nc4ccccc4s3)cc2)CC1 | · | -0.4 | 0.35
Fc1cccc(CN2CCCCCCC2)c1 | 13 | 1.5 | 1.1
CC(=O)c1cnc2c(-c3ccccc3)c(C(F)(F)F)nn2c1C | 0 | · | ·
Cc1c(C(=O)N2CCN(c3ccccn3)CC2)oc2ccccc12 | 14 | 7.7 | 2.6
COC(=O)CSc1ccc2nnc(-c3ccc(F)cc3)n2n1 | · | 0.12 | -0.33
CCOC(=O)c1ccc(-c2n[nH]c(=O)c3ccccc23)cc1 | 0 | 0.95 | 1.6

Another view of part of the listing above:
> Cc1cccc(C)c1NC(=S)N(CCCN1CCOCC1)Cc1cccnc1
  INS promoter inh = -27 | SDO1 yeast rescue = · | SDO1 yeast rescue Rescue 24 h = ·
> CCOC(=O)N1CCN(S(=O)(=O)c2ccc(C(=O)Nc3nc4ccccc4s3)cc2)CC1
  INS promoter inh = · | SDO1 yeast rescue = -0.4 | SDO1 yeast rescue Rescue 24 h = 0.35
> Fc1cccc(CN2CCCCCCC2)c1
  INS promoter inh = 13 | SDO1 yeast rescue = 1.5 | SDO1 yeast rescue Rescue 24 h = 1.1
> CC(=O)c1cnc2c(-c3ccccc3)c(C(F)(F)F)nn2c1C
  INS promoter inh = 0 | SDO1 yeast rescue = · | SDO1 yeast rescue Rescue 24 h = ·

Carrying on.
canonical_smiles | INS promoter inh | SDO1 yeast rescue | SDO1 yeast rescue Rescue 24 h
O=C(COC(=O)c1cccc2ccccc12)NCCCc1ccccc1 | -21 | 11* | 3.5*
COc1ccc(C(F)(F)F)cc1NC(=O)c1nc2nc(C)cc(C(F)F)n2n1 | 58 | 0.3 | 0.92
COc1ccc(/C=N/NC(=O)C2COc3ccccc3O2)cc1OC (stereo not drawn) | 23 | · | ·
CCCCCc1nnc(NC(=O)C(=O)OCC)s1 | 13 | 1.6 | 2.2
COc1cc(OC)c([N+](=O)[O-])cc1/C=N/NC(=O)c1ccncc1 | -47 | · | ·
O=C(NCc1ccccn1)c1nc(-c2cccs2)no1 | 12 | · | ·
COc1ccc(N)c2c1OCCC2=O | 46 | 0.69 | -0.16
COc1ccccc1N1CCN(S(=O)(=O)c2ccc(Br)s2)CC1 | -17 | -0.47 | -1.3
COc1ccc2c(-c3ccccc3)cc(SCC(=O)NC3CCS(=O)(=O)C3)nc2c1 (stereo not drawn) | · | -0.44 | -1.3
Cc1ccc(-n2c(N)c(C(=O)N3CCOCC3)sc2=S)c(C)c1 | 23 | 0.24 | -0.45
O=C(c1cccc(F)c1)N1CCC(N2CCOCC2)CC1 | 4 | 0.48 | 0.34
COc1ccccc1N1C(=O)CC(Nc2ccc(N3CCOCC3)cc2)C1=O (stereo not drawn) | -2 | 1 | 1.2
CCn1c(COc2ccccc2C)nnc1SCC(=O)NC1CCCC1 | 61 | -0.14 | -0.09
CCOCCCNC(=O)C1CCN(C(=O)N(C)C)CC1 | · | 0.62 | 0.55
Cc1cc2c(cc(C(=O)OCC(=O)NCc3ccco3)n2C)s1 | -11 | -0.53 | -0.15
Cc1[nH]n(-c2cccc3ccccc23)c(=O)c1C=Nc1ccc2[nH]c(=O)[nH]c2c1 | 20 | -0.24 | 0.12
CCCc1nn(C)c(C(=O)Nc2ccc(C(C)(C)C)cc2)c1Cl | -63 | 0.24 | -0.32
Cc1c(C(N)=O)sc2ncn(CC(=O)OC(C)C)c(=O)c12 | -71 | 0.12 | -0.56
CCCCOC(=O)Nc1nc2ccc(OC)cc2s1 | -325 | 0.28 | 0.3
O=C(NCc1ccco1)c1cc(-c2cccnc2)nc2ccccc12 | 22 | -0.61 | -0.59

Continuation:
canonical_smiles | INS promoter inh | SDO1 yeast rescue | SDO1 yeast rescue Rescue 24 h
COc1ccccc1/C=C/C=N/N1CCN(c2ccccn2)CC1 | 3 | 0.49 | 0.89
CC(C)NCCCCOc1cccc(Br)c1 | -23 | 1.2 | 0.64
CCc1cc2c3c(c(=O)oc2cc1OC)CCCC3 | 3 | -2.5 | -2.2
NC(=O)C1CCN(C(=O)CN2CCN(c3cccc(C(F)(F)F)c3)CC2)CC1 | 36 | 0.91 | 0
CC1(O)CC(=O)N(c2ccccc2)O1 (stereo not drawn) | · | 1.1 | 0.89
Cc1ccc(C(=O)Nc2nc3ccccc3n3nnnc23)cc1 | 13 | -0.51&0.67 | -0.33&1
Cc1ccc2c3c(cccc13)-c1ccccc1C2=O | -37 | -1.5 | -1.4
O=C(COc1ccc(F)cc1)NC1CC1 | · | 0 | 0.13
Cc1cccc(-n2c(-c3ccncc3)n[nH]c2=S)c1 | -112 | 0.08 | 0.38
Cc1ccc2c(c1)N(CC(=O)N1CCCc3ccccc31)C(=O)C(C)O2 (stereo not drawn) | 26 | -0.58 | -0.31
CCC(=O)N(CCCN(C)C)c1nc(-c2cc(OC)ccc2OC)cs1 | -29 | 0.07 | -0.25
COc1cc(C(=O)Nc2nc(-c3cccs3)cs2)cc(OC)c1OC | 50 | -2 | -0.91
COc1ccc(-c2nnn(Cc3nn[nH]n3)n2)cc1OC | -23 | 0.87 | 0.59
COc1cc(C(=O)Nc2ccncc2)cc(OC)c1OC | 29 | -1 | -1.5
O=C(CCn1nc(-c2ccc(Cl)cc2)ccc1=O)NCc1cccnc1 | 38 | 0.65 | -0.51
COc1ccc(CNC(=O)c2ccc(NC(=O)CC3SC(N4CCCC4)=NC3=O)cc2)cc1 (stereo not drawn) | -21 | 1.1 | 1.2
Oc1ccccc1-c1cc(-c2ccc3c(c2)OCCO3)n[nH]1 | 23 | -2.1 | -1.5
O=C(Nc1ccc(Cl)cn1)Nc1ccccc1F | 25 | -0.97 | -0.83
Cc1ccc(C)c(NC(=O)c2sc(Cl)nc2C)c1 | 0 | 0.45 | 0.44
CCN(CC)S(=O)(=O)c1cccc2nsnc12 | 56 | -0.57 | -0.93

Continuation:
canonical_smiles | INS promoter inh | SDO1 yeast rescue | SDO1 yeast rescue Rescue 24 h
CCN(CC)CCNC(=O)CS(=O)Cc1nc(-c2ccccc2Cl)oc1C (stereo not drawn) | · | 0.76 | 0.89
COc1cccc(CN2CCN(CC(=O)Nc3ccccc3Cl)CC2)c1 | 0 | 0.3 | -0.01
CS(=O)(=O)Nc1ccc(N2CCCCC2)c(Cl)c1 | 41 | 0.53 | 0.3
COc1ccc(C(=O)Nc2ccc(S(=O)(=O)N3CCc4ccccc43)cc2)cc1 | -494 | -1.5 | 0.65
COc1ccccc1N(CC(=O)NCC1CCCO1)C(=O)CCC(=O)Nc1nccs1 (stereo not drawn) | -438 | 1.3 | 1.7
CCCSCCCNC(=O)c1cc2c(s1)CS(=O)(=O)C2 | -408 | 0.37 | 0.12
Cc1c(C(=O)N(Cc2cccs2)C2CCS(=O)(=O)C2)oc2ccccc12 (stereo not drawn) | -8 | -1.1 | -0.72
CCOC(=O)COc1ccc(C2NC(C(=O)O)CS2)cc1 (stereo not drawn) | · | -0.41 | -1.1
O=C(Oc1cc(-c2ccccc2)no1)c1ccc(F)cc1 | 19 | 0.48 | -0.1
CN1CCC(OC(=O)C23CCC(C)(C(=O)O2)C3(C)C)CC1 (stereo not drawn) | -138 | 0.4 | 0.12
O=C(/C=C/c1ccc2c(c1)OCO2)Nc1cc(S(=O)(=O)N2CCOCC2)ccc1N1CCOCC1 | 17 | 0.52 | 0.59
COc1cc(NC(=S)NCc2ccco2)cc(OC)c1OC | · | 0.77 | 0.21
O=C(NCCN1CCOCC1)C1CCN(c2ncnc3c2sc2cccc(F)c23)CC1 | · | 1.1 | 0.88
Cc1ccc(N2CC(C(=O)Nc3c(C)n(C)n(-c4ccccc4)c3=O)CC2=O)cc1 (stereo not drawn) | -27 | · | ·
NC(N)=NC(N)=Nc1ccc(SC(F)(F)F)cc1 | 43 | 1.5 | 1.4
Cc1cccn2c(=O)c3cc(C(=O)NCCCn4ccnc4)n(C)c3nc12 | · | 0.34 | -0.67
Nc1c(-c2ccccc2)c(CSc2nc3ccccc3[nH]2)nn1-c1cccc(C(=O)O)c1 | -10 | · | ·
Fc1ccc2c(c1)C(c1ccc(N3CCOCC3)cc1)=NNC(c1cccs1)=N2 | -10 | -2.5 | -1.7
c1ccc2oc(-c3ccc4nc[nH]c4c3)nc2c1 | 47 | 1.6 | 0.87
O=C(NOC(=O)c1ccccc1F)c1ccc(OC(F)F)cc1 | 7 | · | ·

More compounds
canonical_smiles | INS promoter inh | SDO1 yeast rescue | SDO1 yeast rescue Rescue 24 h
COc1ccc(C2=NN(C(=O)c3cccnc3)C(c3ccccc3)C2)cc1 (stereo not drawn) | · | -0.64 | -0.53
O=C(Cc1c(F)cccc1Cl)Nc1cccnc1 | -310 | -0.38 | -0.34
CC1CCN(S(=O)(=O)N2CCC(C(=O)O)CC2)CC1 | · | 2 | 2
CCOc1ccc(C(CC(=O)O)NC(=O)c2sc3ccccc3c2Cl)cc1 (stereo not drawn) | 6 | -0.35 | -0.86
O=C(COC(=O)Cc1c(F)cccc1Cl)NCCC1=CCCCC1 | -31 | -1.1 | -0.62
O=C(COC(=O)c1nn(-c2ccccc2)c(=O)c2ccccc12)NC1CCS(=O)(=O)C1 (stereo not drawn) | 8 | · | ·
CCOc1ccccc1C1C(C(=O)Nc2ccccc2OC)=C(C)Nc2nnnn21 (stereo not drawn) | -23 | 0.34 | -0.07
C=CCn1c(COc2ccc(Cl)cc2)nnc1SCC(=O)N/N=C/c1cccc(O)c1 | -29 | 0.9 | 0.63
Cn1c(N)c(C(=O)COC(=O)Cc2ccsc2)c(=O)n(C)c1=O | · | 0.65 | 0
CCn1cc(C2=NOC(C(=O)Nc3ccc4c(c3)OCO4)C2)c(C)n1 (stereo not drawn) | · | 0.92 | 0.91
CC(=O)c1c(C)[nH]c(C(=O)OCC(=O)Nc2cc(Cl)ccc2[N+](=O)[O-])c1C | · | -1.2 | -0.45
O=C(CC1Sc2ncnn2C1=O)Nc1ccccc1 (stereo not drawn) | 43 | 0.39 | 0.07
O=C(Nc1ccc2ccccc2c1)c1onc2c1CCCC2 | · | -1.2 | -0.69
Cc1c(Cl)cccc1NC(=S)NNc1ncc(C(F)(F)F)cc1Cl | -22 | -1.3 | -1.1
CCOC(=O)c1c(O)c2ccccc2n(-c2ccccc2)c1=O | 3 | -0.22 | -0.94
CC1=CC2=NC(=O)/C(=C\c3cccn3CCOc3ccccc3)C(=N)N2O1 | -2 | -0.65 | -0.28
COc1ccc(C(=O)Nc2ccc3c(c2)nc(CCNC(C)=O)n3C)cc1 | 29 | 0.86 | 0.98
COc1ccc(NC(=O)c2ccccc2Cl)cc1NC(=O)CN1CCOCC1 | -11 | -0.02 | 0.04
CCC(=O)N1CCN=C1SCc1ccc(F)cc1 | · | 2 | 2.5
CC1(C)NC(=O)N(CN2C(=O)NC(C)(C)C2=O)C1=O | -22 | -0.78 | -1.5

Next section:
canonical_smiles | INS promoter inh | SDO1 yeast rescue | SDO1 yeast rescue Rescue 24 h
CN1C[C@@H]2C[C@@H](c3ccc(C#CC(C)(C)O)s3)N3CCC[C@@]23C1=O | -9 | · | ·
O=C(c1cccc(F)c1)N1CCN(C2CCCCC2)CC1 | 13 | 0.25 | -0.01
O=c1c(-c2ccc(O)cc2)coc2cc(OC3OC(CO)C(O)C(O)C3O)cc(O)c12 (stereo not drawn) | 35 | -0.13 | -0.34
COC(=O)NCc1cc2cc(Cl)ccc2[nH]1 | 38 | 0.58 | 0.66
Cc1ccc(C2(c3noc(CN4CCC(c5ccncc5)CC4)n3)CCCC2)cc1 | 0 | · | ·
Cc1ccc(S(=O)(=O)n2nc(OC(=O)c3cccs3)cc2N)cc1 | -79 | -0.94 | -1.3
O=C(Nc1ccn(Cc2ccccc2)n1)c1ccc2c(c1)OCO2 | -37 | · | ·
N#CCCCCN1c2cccc3cccc(c23)S1(=O)=O | 6 | -0.82 | -0.8
COc1ccc(-c2cc(-c3ccc(OC)cc3)c(C#N)c(SC)n2)cc1 | -262 | -1.8 | -1.1
CC(C)C(=O)Nc1ccc2c(c1)oc1ccccc12 | -46 | -1.1 | -0.97
C=CCn1c(SCC#N)nc2ccccc2c1=O | · | -1.3 | -1.1
CCN(CC)C(=O)c1ccc(NS(=O)(=O)c2ccc(/C=C/C(=O)O)cc2)cc1 | 40 | · | ·
